High-throughput results as filed in PubChem BioAssay.
ALDH1A1 inh: blocks purified human ALDH1A1 activity. P00352. Purified ALDH1A1, NADH fluorescence, propionaldehyde substrate. Potency, µM (titrated, usually from 75.3 µM), for inactives: at the highest dose activity, negative = inhibition, actives largely listed as inhibitors. hit rate 7.3% among 220,000. AID 1030; active = well fitted inhibition curve with a large enough effect, not every such curve was filed as active; inconclusive = small, poorly fitted or top-dose-only effect, or another doubt; inactive = no such curve, though single readings can be large or run the other way;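 also: plate controls were no enzyme wells and a reference inhibitor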
TRb SRC2 PPI: TRbeta-SRC2 interaction inhibition; P10828; TRbeta-SRC2 peptide binding, fluorescence polarization; receptor liganded with 1 µM T3; Potency, µM (doses to about 106 µM), without a hit: at the top dose activity change, negative = inhibition, hits mostly inhibitors; hit rate 0.065% among 280,000;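 also: plate controls were bound peptide for no effect and peptide without receptor for full effect; nearly all actives have a fitted effect of over 50% in size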
Target sequence (P10828 whole entry, looked up): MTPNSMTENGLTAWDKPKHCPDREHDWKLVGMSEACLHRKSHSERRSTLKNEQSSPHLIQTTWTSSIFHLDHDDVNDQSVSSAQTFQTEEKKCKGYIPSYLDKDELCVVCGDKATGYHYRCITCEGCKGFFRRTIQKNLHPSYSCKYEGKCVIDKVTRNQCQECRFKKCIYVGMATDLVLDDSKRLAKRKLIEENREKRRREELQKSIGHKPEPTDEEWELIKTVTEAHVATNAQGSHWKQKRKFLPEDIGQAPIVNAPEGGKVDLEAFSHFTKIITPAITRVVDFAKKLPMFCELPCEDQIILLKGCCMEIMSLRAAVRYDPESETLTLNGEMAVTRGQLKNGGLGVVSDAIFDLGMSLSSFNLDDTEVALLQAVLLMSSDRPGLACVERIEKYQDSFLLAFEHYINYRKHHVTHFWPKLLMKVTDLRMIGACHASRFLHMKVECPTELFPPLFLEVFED
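Human TRb LBD (0.6 uM) plus Texas Red-labeled SRC2 peptide (20 nM), 1uM T3, 5% DMSO, 5 hr at ambient temperature. Decreased polarization (555/632 nm) flags inhibition; data normalized to free and bound peptide controls.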
GoLoco inh red: inhibitors of human Gai1-RGS12 GoLoco interaction (red fluorophore) | hit rate 0.44% among 230,000 | Potency, µM (series often up to 61.6 µM), for inactives: at the highest dose activity, negative = inhibition, usual class: inhibitors | Gai1:RGS12 GoLoco peptide FP, rhodamine, 10 min; active = well fitted inhibition curve with a large enough effect, not every such curve was filed as active; inactive = no such curve, though single readings can be large or run the other way; also: % is scaled to controls: 0 for no effect and ±100 for the full control effect; nearly all actives have a fitted effect of over 30% in size; many of its hits are not listed in these tables
Target sequence (P63096 whole entry, looked up): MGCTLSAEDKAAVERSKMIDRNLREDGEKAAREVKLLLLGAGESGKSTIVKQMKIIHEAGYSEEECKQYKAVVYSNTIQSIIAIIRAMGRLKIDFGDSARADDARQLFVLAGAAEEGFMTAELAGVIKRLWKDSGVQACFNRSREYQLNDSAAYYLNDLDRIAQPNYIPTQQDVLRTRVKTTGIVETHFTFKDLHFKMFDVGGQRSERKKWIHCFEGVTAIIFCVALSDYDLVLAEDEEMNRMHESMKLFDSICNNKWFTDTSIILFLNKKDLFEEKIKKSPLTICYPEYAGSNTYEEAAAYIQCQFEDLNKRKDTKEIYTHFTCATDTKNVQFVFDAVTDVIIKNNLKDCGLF
KDM4E inh: inhibitors of human JMJD2E histone demethylase | AID 2147 | JMJD2E catalytic domain, FDH-coupled NADH fluorescence (FDH is formaldehyde dehydrogenase) | hit rate 1.6% among 230,000 | Potency, µM (doses to about 57.1 µM), inactives show top-dose activity change, negative = inhibition, hits mostly inhibitors; active = well fitted inhibition curve with a large enough effect, not every such curve was filed as active; inconclusive = small, poorly fitted or top-dose-only effect, or another doubt; inactive = no such curve, though single readings can be large or run the other way;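 also: 0% = wells with enzyme and -100% = buffer wells without enzyme; nearly all actives have a fitted effect of over 50% in size; many of its hits are not listed in these tables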
RECQ1 inh: inhibitors of human RECQ1 DNA helicase; RECQ1 DNA unwinding, red fluorescence kinetic read; hit rate 0.54% among 240,000; Potency, µM (titrated, usually from 57.3 µM), without a hit: at the top dose activity, negative = inhibition, hits mostly inhibitors;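 also: plate controls were vehicle for no effect and no enzyme for full effect; nearly all actives have a fitted effect of over 30% in size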
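RECQ1T1 50 nM; forked duplex (20 bp + 30-nt ss tails) 200 nM, ATP 2 mM final; pH 8.0, 2 mM MgCl2, 2.5 ug/ml poly(dI-dC); 15 min compound preincubation; discontinuous kinetic read over 2 h at RT.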
SMN2 splice enh: increases expression of the SMN2 splice variant; HEK293 SMN2-luciferase splicing reporter, luminescence, 30-36 h; Potency, µM (titrated, usually from 46.1 µM), without a hit: at the highest dose activity change, positive = activation, hits mostly activators; hit rate 2.8% among 210,000; AID 1458; also: % of control where 0% means no effect; nearly all actives have a fitted effect of over 55% in size
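HEK293 cells carry an SMN2 minigene-luciferase reporter in which exon 7 inclusion puts luciferase in frame. Cells were seeded at 2000 cells/well, attached for 10-12 hours, then exposed to compounds for 30-36 hours at 37C before ONE-Glo luminescence.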
Lamin A splicing: modulators of lamin A splicing; Potency, µM (doses to about 46.1 µM), for the others: at the top dose ratio change, negative = inhibition, hits mostly inhibitors; hit rate 0.01% among 200,000; HeLa LMNA splicing GFP/RFP minigene ratio, 48 h; active = well fitted inhibition curve with a large enough effect in the signal ratio, with a control signal flat, not every such curve was filed as active; inconclusive = small, poorly fitted or top-dose-only effect, or effect the other way, or a change in a side signal; the % refers to the signal ratio; also: % is scaled to controls: 0 for no effect and ±100 for the full control effect
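Read-out is the ratio of GFP to DsRed2 object intensity, acquired by 488 nm laser-scanning cytometry on HeLa lamin A-EGFP minigene reporter cells. Compound incubation 48 hrs at 37 °C in Opti-MEM with 2% FBS; DMSO 0.5% final.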
TR SRC2 fluor cs: counter-screen for TRb-SRC2 inhibitors: fluorescence interference; AID 1479; Potency, µM (titrated, usually from 106 µM), for inactives: at the top dose fluorescence change, negative = quenching; TRb/SRC2 Texas Red total fluorescence interference; hit rate 0.29% among 280,000; active = well fitted curve in either direction with a large enough effect; inconclusive = small, poorly fitted or top-dose-only effect; also: % is scaled to controls: 0 for no effect and ±100 for the full control effect
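Human TRb ligand-binding domain at 0.6 uM with 20 nM Texas Red SRC2 peptide in Tris buffer containing 1 uM T3 and 5% DMSO, incubated with compound 5 h at ambient temperature. Total fluorescence (555/632 nm) calculated as parallel + 2 × perpendicular.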
Starred values were filed as active, the others as inactive; i = inactive; ? = inconclusive; nt = no result given; [ ] = another dose, or the depositor's remark. Unless noted, calls follow the shape of the dose curve; as a rule, active = well fitted curve in the direction sought with a large enough effect; inconclusive = small, poorly fitted or top-dose-only effect, or another doubt; inactive = no such curve, though single readings can be large; an effect the other way counts as inactive or inconclusive. Potency is read from the fitted curve at half-maximal effect. Not all compounds are listed (hit frequency here may not be typical).

mol	SMN2 splice enh	ALDH1A1 inh	TRb SRC2 PPI	TR SRC2 fluor cs	RECQ1 inh	KDM4E inh	Lamin A splicing	GoLoco inh red
O=C(NCc1ccc(F)cc1)C1CCC(=O)N1CCc1ccccc1 (stereo not drawn)	-6.2%	?	-0.2%	0.3%	-1.8%	5.2%	1.9%	-2.4%
Cc1cc(C)n(CC2CC(=O)N(c3ccc(C)c(Cl)c3)C2=O)n1 (stereo not drawn)	21.9%	-6.1%	3.6%	-6.6%	-8.6%	-2.9%	-13.1%	-1.4%
CCN=c1scc(C)n1/N=C/c1ccc(O)c(O)c1O	-15.4%	10µM*	0.8%	-19.1%	25.1µM*	11.2µM*	13.3%	8.4%
CCNC(=S)NNC(=O)c1cc(-c2cccc(C)c2)nc2ccccc12	?	?	-8.1%	0.1%	i	9.2%	?	-4.0%
O=C(O)C1CCCN1C(=O)OCC1c2ccccc2-c2ccccc21 (stereo not drawn)	nt	nt	-0.7%	-3.7%	i	-0.8%	nt	-55.9%
COc1ccccc1NC(=O)C(C)N1CCN(C/C=C/c2ccccc2)CC1 (stereo not drawn)	-8.5%	-6.7%	-2.4%	3.1%	i	-0.2%	-5.1%	-11.6%
CC(C)(C)S(=O)(=O)c1ccccc1C(=O)O	-4.4%	7.9%	-5.9%	0.5%	-10.8%	-4.9%	5.4%	-1.4%
Cc1ccc(S(=O)(=O)N[C@H](C(=O)N2CCC(C(=O)N3CCC[C@H]3C(=O)O)CC2)C(C)C)cc1	-15.5%	2.0%	2.6%	-5.9%	-14.3%	-17.2%	4.1%	-4.3%
Cc1ccsc1/C=N\NC(=O)c1cc(C(C)(C)C)[nH]n1	11.2µM*	-8.4%	2.9%	0.9%	20.2%	6.1%	nt	7.9%
CCN(CC)CCCCn1c(-c2ccccc2)nc2c(N3CCOCC3)nc(C)nc21	-8.5%	?	-4.0%	-2.8%	i	?	nt	-4.1%
O=C(c1ccccc1)c1cc2ccccc2o1	-5.9%	-6.2%	3.3%	2.2%	-5.3%	-2.6%	11.4%	10.4%
CCCCCC/C=C/c1ccc([C@H]2[C@H]3C=CC[C@@H](C)[C@@H]3C(=O)N2Cc2ccccc2)c(F)c1	nt	nt	-6.5%	1.1%	i	6.8%	nt	2.1%
COc1ccccc1CN1CC(C(=O)NCc2cccnc2)CC1=O (stereo not drawn)	-3.1%	2.1%	6.4%	-4.6%	-0.6%	-1.8%	5.4%	0.3%
COc1ccc(N(CC(=O)N/N=C/c2ccco2)S(=O)(=O)c2ccccc2)cc1	-6.3%	-12.1%	-12.2%	-3.7%	-13.5%	-7.4%	-9.2%	8.1%
CCC(Sc1nccn1C)C(=O)Nc1cccc2ccccc12 (stereo not drawn)	4.0%	6.0%	-1.7%	0.9%	i	-4.4%	-5.1%	-9.9%
Cc1cc(Nc2ccc(C(C)C)cc2)n2ncnc2n1	11.5%	?	0.1%	-0.9%	-9.4%	4.6%	-22.6%	-1.9%
Cc1noc(C)c1-c1nc(NC2CC2)c2ccccc2n1	nt	-10.7%	nt	nt	-2.3%	nt	-14.4%	4.9%
CCCCn1cnc(C(=O)OCC)c1N	23.8%	4.8%	1.2%	1.3%	-8.3%	3.7%	0.4%	6.0%
O=C(O)CCSSCCC(=O)O	1.7%	-5.7%	2.1%	-0.4%	-3.7%	nt	nt	2.6%
COc1cc(/C=C(/C(=O)c2cccs2)c2nc3ccccc3[nH]2)cc(OC)c1O	-76.8%[inhibitor]	?	-9.6%	-3.0%	?	?	?	192.1%[activator]
Cn1c(N)c(C(=O)COC(=O)CCC2CCCC2)c(=O)n(C)c1=O	-4.3%	?	2.6%	-1.0%	0.9%	-1.7%	4.1%[46 µM]	-8.7%
Cn1nc(C(F)(F)F)c(C(=O)Nc2ccc(F)cc2F)c1Sc1cccc(Cl)c1	-16.5%	1.7%	0.3%	-0.7%	-2.9%	0.6%	4.1%	-11.3%
COC(=O)c1ccc(NC(=O)CSc2ccccn2)cc1	-14.2%	?	9.5%	0.2%	-4.9%	-0.4%	-2.3%	12.6µM*
CC(C)N1CCc2c(sc(NC(=O)c3ccc(S(=O)(=O)N4CCOCC4)cc3)c2C(N)=O)C1	17.5%	2.7%	0.3%	-2.5%	i	-4.7%	6.2%	16.7%
CCCOc1ccc(N2C(=O)CC(N(CCc3ccc(OC)c(OC)c3)C(=O)c3ccccc3)C2=O)cc1 (stereo not drawn)	nt	nt	1.4%	-1.9%	5.8%	0.5%	nt	8.2%
O=C(NCCc1ccccc1)c1cccc(Br)n1	nt	-3.6%	0.4%	-4.7%	-14.1%[81.1 µM]	nt	nt	-1.1%[88.7 µM]
CCN(CC)S(=O)(=O)N1CCC(C(=O)NC2CCCC2)CC1	5.4%	?	-0.6%	-3.0%	-7.7%	-1.0%	?	-12.9%
Cc1onc(-c2ccccc2)c1C(=O)N1CCCc2ccccc21	-10.3%	6.1%	-6.7%	-3.8%	i	5.3%	11.8%	0.2%
CC(Oc1ccc2oc3ccccc3c2c1)C(=O)NC12CC3CC(CC(C3)C1)C2 (stereo not drawn)	nt	?	5.9%	-6.6%	-1.0%	3.8%	?	nt
COc1ccc(-c2csc(C3=C(O)CN(C(C)C)C3=N)n2)cc1OC	7.4%	-6.7%	5.7%	-14.0%	i	-5.1%	-17.8%[46 µM]	14.9%

Individual results from the list.
RECQ1 inh, CCCCn1cnc(C(=O)OCC)c1N : -8.3%
TRb SRC2 PPI, Cc1onc(-c2ccccc2)c1C(=O)N1CCCc2ccccc21 : -6.7%
TR SRC2 fluor cs, Cc1cc(Nc2ccc(C(C)C)cc2)n2ncnc2n1 : -0.9%
KDM4E inh, CCCCCC/C=C/c1ccc([C@H]2[C@H]3C=CC[C@@H](C)[C@@H]3C(=O)N2Cc2ccccc2)c(F)c1 : 6.8%

(cont.)
mol	SMN2 splice enh	ALDH1A1 inh	TRb SRC2 PPI	TR SRC2 fluor cs	RECQ1 inh	KDM4E inh	Lamin A splicing	GoLoco inh red
CCOc1ccc(NC(=O)c2ccc(-n3cccn3)nc2)cc1	4.9%	8.0%	7.0%	-2.1%	-15.8%	-14.7%	nt	0.5%
Cc1ccc(NC(=O)NNC(=O)c2cccs2)cc1	19.6%	5.9%	4.2%	-17.1%	-3.9%	1.9%	-2.7%	-5.4%
CN1CCN(NC(=O)c2cccc3ccccc23)CC1	25.4%	12.7%	10.2%	-0.5%	-1.0%	6.2%	-1.2%	2.0%
Cc1ccc(CNCc2cccnc2)s1	nt	15.8%	3.4%	-0.2%	i	7.2%	?	-2.0%
CC(=O)c1c(C)[nH]c(C(=O)OCC(=O)Nc2cc(S(=O)(=O)N3CCCCC3)ccc2C)c1C	-42.7%[inhibitor]	5.1%	2.2%	-2.4%	-20.4%	-6.9%	?	-25.2%
CCCOc1ccccc1C1NC(=O)NC(C)=C1C(=O)OCc1ccccc1 (stereo not drawn)	nt	3.8%	-4.7%	-6.1%	3.0%	-1.4%	-17.6%	-12.8%
O=C(NCc1ccccn1)c1cc(-c2ccc(Cl)cc2)oc1C(F)(F)F	nt	nt	2.4%	-1.1%	14.9%	-8.2%	nt	3.7%
COCCNC(=O)c1ccccc1-c1ccccc1C(=O)O	20.2%	5.1%	0.6%	0.7%	-2.9%	-1.2%	8.9%	3.2%
Cc1ccc2nc(NC(=O)c3ccc(-c4nc5ccccc5s4)s3)sc2c1	15.1%	16.0%	5.7%	1.8%	-21.8%	-2.4%	7.6%	2.0%
O=C(Nc1ccccc1F)Nc1ccc([N+](=O)[O-])cc1Cl	nt	-4.9%	1.6%	-0.3%	i	2.0%	nt	4.5%
COc1ccc(CNC(=O)Nc2ccc(OC)cc2)cc1	29.5%	1.9%	-0.6%	0.4%	-3.5%	4.8%	-2.8%	-10.3%
COCCNC(C(=O)Nc1ccc(C)cc1[N+](=O)[O-])c1ccccc1 (stereo not drawn)	-14.2%	25.1µM*	2.5%	-0.4%	-4.5%	-3.4%	nt	-3.7%
CCN(CC)P(=O)(Nc1cccc(C(F)(F)F)c1)c1ccc(N(C)C)cc1NC(=O)c1ccco1 (stereo not drawn)	-21.9%	?	4.2%	-3.9%	-20.7%	?	nt	8.0%
Clc1ccc2nc(CN3CCCCCC3)cn2c1	-18.7%	?	3.0%	-2.5%	i	?	-4.7%	-24.5%
O=C(CCc1ccc(S(=O)(=O)NCc2ccccc2)cc1)NCC1CCCO1 (stereo not drawn)	7.6%	-0.6%	7.0%[53 µM]	-1.1%[53 µM]	-0.5%	-19.3%	2.0%	-3.3%
CCOc1ccc(NC(=O)CN(C)CC(=O)Nc2ccc(Br)cc2F)cc1OCC	-11.2%	-3.6%	-2.8%	1.5%	i	4.4%	-9.0%[46 µM]	1.9%
O=C(CSc1ccccn1)N1CCN(c2cccc(Cl)c2)CC1	-48.2%[inhibitor]	?	17.0%	-1.0%	-11.2%	2.9%	?	5.1%
CC(=NCCc1ccccc1)C1=C(O)COC1=O	?	15.0%	-4.3%	-0.9%	i	-0.1%	10.4%	2.5%

Single records (already shown). Values in the order: SMN2 splice enh	ALDH1A1 inh	TRb SRC2 PPI	TR SRC2 fluor cs	RECQ1 inh	KDM4E inh	Lamin A splicing	GoLoco inh red
Clc1ccc2nc(CN3CCCCCC3)cn2c1 is listed with -18.7%	?	3.0%	-2.5%	i	?	-4.7%	-24.5%
Cc1ccc(NC(=O)NNC(=O)c2cccs2)cc1 is listed with 19.6%	5.9%	4.2%	-17.1%	-3.9%	1.9%	-2.7%	-5.4%
CCOc1ccc(NC(=O)CN(C)CC(=O)Nc2ccc(Br)cc2F)cc1OCC is listed with -11.2%	-3.6%	-2.8%	1.5%	i	4.4%	-9.0%[46 µM]	1.9%
